Screening results as filed in PubChem.
FXIIa inh 1536 – human FXIIa protease inhibitors, primary screen, biochemical, 1536-well; 0.3% of 220,000 active; AID 800, 2007; inhibition, % at 5 µM; purified FXIIa, Boc-QGR-AMC fluorogenic substrate, 2 h; Coagulation factor XII (Homo sapiens), P00748; in the data active = inhibition above about 40%;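 note: 0% = enzyme with no compound and 100% = blank without enzyme; many of its hits are not listed in these tables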
KLK5 inh – human KLK5 protease inhibitors, primary screen, biochemical, 1536-well | Kallikrein-5 (Homo sapiens), Q9Y337 | recombinant hK5, fluorogenic AMC substrate cleavage | inhibition, % at 5 µM | 0.59% of 210,000 active | AID 873, 2007;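 active = inhibition of 40% or more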;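 note: 0% = enzyme controls without compound and 100% = no-enzyme blanks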
TNF necrop inh – inhibitors of TNF-alpha triggered necroptosis, primary screen, cell-based, Jurkat FADD-/-, single concentration; Jurkat FADD-/- TNF necroptosis rescue, ATP luminescence, 24 h; 0 = TNF only, 100 = no-TNF cells; 0.068% of 220,000 active; activation (protection from cell death), % at 10 µM;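 active = activation, meaning protection from cell death, of at least 50% relative to plate controls; inactive = activation below 50%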;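 note: necroptosis triggered by 40 ng/mL TNF-alpha added together with compound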
FXIa inh 1536 – human FXIa protease inhibitors, primary screen, biochemical, 1536-well | AID 798, 2007 | inhibition, % at 5 µM | purified FXIa, Boc-Glu-Ala-Arg-AMC fluorogenic substrate | 0.14% of 220,000 active;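 active = inhibition of at least 40%; inactive = inhibition below 40%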;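 note: fluorescence of freed AMC excited at 355 nm; 0% = enzyme without compound and 100% = no enzyme blank; many of its hits are not listed in these tables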
Target sequence (P03951 19-387 limits assumed): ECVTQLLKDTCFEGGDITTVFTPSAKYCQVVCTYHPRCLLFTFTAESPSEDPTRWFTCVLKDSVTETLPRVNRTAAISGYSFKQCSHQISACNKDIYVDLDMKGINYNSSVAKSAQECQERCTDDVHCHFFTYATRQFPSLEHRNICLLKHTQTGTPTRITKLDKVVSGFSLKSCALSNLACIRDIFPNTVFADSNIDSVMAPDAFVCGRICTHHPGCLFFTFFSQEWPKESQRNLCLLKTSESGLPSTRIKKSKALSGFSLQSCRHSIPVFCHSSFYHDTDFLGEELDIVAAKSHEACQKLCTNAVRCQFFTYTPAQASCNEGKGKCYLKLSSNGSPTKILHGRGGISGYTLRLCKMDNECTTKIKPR
Target sequence (P03951 388-625 limits assumed): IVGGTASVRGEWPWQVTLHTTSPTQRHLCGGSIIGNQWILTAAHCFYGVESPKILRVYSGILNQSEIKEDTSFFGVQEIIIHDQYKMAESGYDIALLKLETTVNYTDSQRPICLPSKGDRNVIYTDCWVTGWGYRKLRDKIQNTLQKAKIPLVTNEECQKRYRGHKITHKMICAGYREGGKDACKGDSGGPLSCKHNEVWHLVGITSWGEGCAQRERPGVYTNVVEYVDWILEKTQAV
Cl transport mod – KCC2 cotransporter modulators, thallium flux, primary screen, cell-based, HEK293 KCC2, FluoZin-2 fluorescence, MLSMR. B-score of Tl+ flux slope (higher = more flux/activation; lower = inhibition) at 10 µM. 2.2% of 190,000 active. Solute carrier family 12 member 5 (Homo sapiens), Q9H2X9. KCC2 cells, thallium flux FluoZin-2 fluorescence;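 active = thallium flux slope and its plate-corrected score both differing from the plate sample mean at a set confidence after two filtering rounds, in either direction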;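 note: slope of fluorescence scaled to starting intensity during 10 to 20 s after thallium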
thrombin 1536 – human alpha-thrombin inhibitors, primary screen, counter-screen for coagulation protease inhibitor project, biochemical, 1536-well, fluorogenic AMC substrate; inhibition, % at 5 µM; Boc-VPR-AMC fluorogenic substrate cleavage; 0.26% of 220,000 active;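 active = inhibition at or above 40%; inactive = inhibition below 40%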;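 note: 0% = enzyme with no compound and 100% = wells without enzyme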
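System: human alpha-thrombin protein; Compound dosing: one concentration per compound, 5 µM, with 0.2% DMSO; Timing: reaction at room temperature; Technique: AMC fluorescence, 355/460 nm; Controls: enzyme without compound as high, wells lacking enzyme as low.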
L929 necroptosis – inhibitors of zVAD-triggered necroptosis, primary screen, L929 cells; L929 zVAD necroptosis rescue, ATP luminescence, 24 h; with zVAD 60 µM; viability rescue, % at 10 µM; 0.38% of 220,000 active; AID 1377, 2008;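 active = activation, scaled between plate controls, above about 75%, limit read from the data; inactive = activation under that limit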;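 note: 0% = zVAD with DMSO and 100% = DMSO alone without zVAD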
Rad51 HR inh – human RAD51 strand exchange inhibitors, primary screen, biochemical, fluorescence | DNA repair protein RAD51 homolog 1 (Homo sapiens), Q06609 | hRad51 DNA strand exchange, fluorescence dequenching | inhibition, % at 10 µM | 0.085% of 200,000 active | AID 1385, 2008;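 active = inhibition above 40% at the single screening dose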;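 note: 0% = DMSO control wells and 100% = blanks with heterologous ssDNA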
Target sequence (Q06609 whole entry, looked up): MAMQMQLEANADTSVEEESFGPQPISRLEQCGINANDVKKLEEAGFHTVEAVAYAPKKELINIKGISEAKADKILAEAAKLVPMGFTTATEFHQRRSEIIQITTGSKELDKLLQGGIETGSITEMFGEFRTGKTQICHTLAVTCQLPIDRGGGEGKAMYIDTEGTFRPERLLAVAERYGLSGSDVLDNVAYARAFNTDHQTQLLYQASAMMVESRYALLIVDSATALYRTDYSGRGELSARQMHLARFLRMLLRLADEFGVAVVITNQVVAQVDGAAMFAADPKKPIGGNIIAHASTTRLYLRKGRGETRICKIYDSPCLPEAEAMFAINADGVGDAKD
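Material: hRad51 filaments on single-stranded DNA; Reagent: Donor/quencher-labelled 47-bp dsDNA substrate; Compound: 10 µM final, single point; Schedule: 37 °C 15-min filament assembly, 30-min compound preincubation, 15-min exchange; Technique: FRET fluorescence, excitation 485 nm, emission 520 nm; Benchmarks: control wells and blank wells on each plate.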
Hck-Nef inh – inhibitors of Nef-activated human Hck kinase, primary screen, biochemical, Z-Lyte FRET, 384-well, Hck-YEEI | Tyrosine-protein kinase HCK (Homo sapiens), P08631 | Recombinant Hck-YEEI plus Nef, Z-Lyte FRET kinase assay | inhibition, % at 20 µM | 0.68% of 220,000 active | AID 463187, 2010;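 active = Hck-Nef kinase inhibition above about 50%, limit read from the data; inactive = inhibition below that limit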;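 note: 0% = DMSO with Hck plus Nef and 100% = Hck alone without Nef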
Active calls of the source: *; nt = no result given.

[1] Cc1ccc(OCCSc2nnc(-c3ccncc3)n2C)cc1
[2] C=CCNC(=O)c1cc(-c2ccccc2O)on1
[3] COc1ccc(N2CC(NC(=O)N3CCc4ccccc43)CC2=O)cc1OC (stereo unspecified)
[4] CC1=NN(C(=O)c2ccc(Cn3cc([N+](=O)[O-])cn3)cc2)C(O)(C(F)(F)F)C1 (stereo unspecified)
[5] O=C(Cn1c2ccccc2c(=O)c2ccccc21)Nc1ccccc1F
[6] O=c1oc2ccccc2c(Nc2ccc(O)cc2)c1[N+](=O)[O-]
Assay by compound	1	2	3	4	5	6
Cl transport mod	-0.88	-0.074	0.034	-0.27	0.17	-0.3
FXIIa inh 1536	-2	9	5	-3	-6	6
KLK5 inh	6	-8	4	-10	-24	-4
Rad51 HR inh	-1	-2	11	3	0	3
FXIa inh 1536	0	5	6	-4	-8	-1
thrombin 1536	0	0	-2	-3	-21	-1
TNF necrop inh	-4.1	-2.6	0.5	0.6	0.5	-2.0
L929 necroptosis	0.2	0.6	1.5	-0.2	1.0	1.8
Hck-Nef inh	3	24	27	-1	16	-1

[7] O=C(Nc1nc2ccc(F)cc2s1)C1CCN(S(=O)(=O)c2cc([N+](=O)[O-])ccc2Cl)CC1
[8] CC1CCCN(C(=O)c2ccccc2OC2CCN(S(C)(=O)=O)CC2)C1 (stereo unspecified)
[9] CCOC(=O)/C(N=Nc1cc(C(=O)O)cc(C(=O)O)c1)=C(\O)CCl
[10] CCOc1ccc(C(=O)N/N=C(\c2ccccc2)c2ccccn2)cc1
[11] COc1cccc(C2=NN(C(=O)c3ccco3)C(O)(C(F)(F)F)C2)c1 (stereo unspecified)
[12] CN(C)/C(CN1CCN(C=O)CC1)=C1\N=C(c2ccccc2)OC1=O
Assay by compound	7	8	9	10	11	12
Cl transport mod	1.1	0.1	0.2	-0.1	-0.97	nt
FXIIa inh 1536	4	7	17	22	8	2
KLK5 inh	-31	0	-9	-5	-2	66*
Rad51 HR inh	-4	8	6	0	0	-2
FXIa inh 1536	-4	2	12	-2	-4	4
thrombin 1536	-6	-3	2	-5	-11	9
TNF necrop inh	-3.4	-0.2	0.5	-20	-0.1	-6.1
L929 necroptosis	-0.2	-0.1	1.3	7.8	62	-0.1
Hck-Nef inh	4	8	7	-1	21	2

Next part; the last four above are carried over.
[9] CCOC(=O)/C(N=Nc1cc(C(=O)O)cc(C(=O)O)c1)=C(\O)CCl
[10] CCOc1ccc(C(=O)N/N=C(\c2ccccc2)c2ccccn2)cc1
[11] COc1cccc(C2=NN(C(=O)c3ccco3)C(O)(C(F)(F)F)C2)c1 (stereo unspecified)
[12] CN(C)/C(CN1CCN(C=O)CC1)=C1\N=C(c2ccccc2)OC1=O
[13] CCOc1ccc(OCC)c(NC(=O)CN2CCN(c3cccc(C)c3)C(C)C2)c1 (stereo unspecified)
[14] c1ccc(-c2nc(-c3ccncc3)n[nH]2)nc1
[15] O=C(NCCCN1CCC(Cc2ccccc2)CC1)C1CCN(S(=O)(=O)N2CCC3(CC2)OCCO3)CC1
[16] CC1CCCC(n2c(=S)[nH]c3ccccc3c2=O)C1C (stereo unspecified)
[17] COc1cc(/C=C/C(=O)Nc2ccc(C(C)=O)cc2)cc(OC)c1OC
[18] O=C(O)c1cnn2c1NC(c1cccs1)CC2C(F)(F)F (stereo unspecified)
Assay by compound	9	10	11	12	13	14	15	16	17	18
Cl transport mod	0.2	-0.1	-0.97	nt	0.89	-0.48	0.96	29*	-2.4	-0.086
FXIIa inh 1536	17	22	8	2	16	9	-6	8	22	1
KLK5 inh	-9	-5	-2	66*	-12	-2	-24	-14	-12	10
Rad51 HR inh	6	0	0	-2	nt	17	-2	-3	1	-5
FXIa inh 1536	12	-2	-4	4	5	5	-9	2	23	-11
thrombin 1536	2	-5	-11	9	3	-1	-1	6	2	-6
TNF necrop inh	0.5	-20	-0.1	-6.1	-9.3	-5.9	-0.1	-0.3	-1.1	-1.3
L929 necroptosis	1.3	7.8	62	-0.1	-1.4	-0.3	-0.3	0.0	1.3	0.0
Hck-Nef inh	7	-1	21	2	-19	14	-6	0	3	-1

[19] O=c1c2ccccc2nc(SCc2ccc(F)cc2Cl)n1CCCN1CCOCC1
[20] Cn1c(=O)c2c(O)cc(=O)n(-c3ccccc3)c2n(C)c1=O
[21] Cc1cc2ncc(S(=O)(=O)c3ccccc3)c(N)n2n1
[22] O=C(NCc1ccccc1)NS(=O)(=O)c1ccccc1Cl
[23] COc1ccc(CCNC(=O)CSCc2ccc(F)cc2)cc1OC
[24] Cn1c(SCC(=O)OC2CCCCC2)nnc1-c1ccc(S(=O)(=O)N2CCCC2)cc1
Assay by compound	19	20	21	22	23	24
Cl transport mod	-0.43	0.49	-0.35	0.25	0.63	-0.016
FXIIa inh 1536	18	8	7	10	7	13
KLK5 inh	1	-3	0	4	-4	-15
Rad51 HR inh	-1	nt	-1	-1	6	-3
FXIa inh 1536	1	-1	-4	2	4	2
thrombin 1536	6	4	-2	5	-1	2
TNF necrop inh	2.7	0.1	0.7	0.0	2.7	-1.6
L929 necroptosis	-0.5	0.7	1.4	1.6	-0.1	0.8
Hck-Nef inh	12	5	-13	-6	2	-9

[25] Cc1cc(=O)n2nc(N3CCC(C(=O)N4CCN(C)CC4)CC3)sc2n1
[26] S=c1[nH]nc(-c2cccnc2)n1Cc1ccccc1
[27] CC(=O)Nc1cc(-c2nn(C)c(=O)c3ccccc23)ccc1N1CCCCC1
[28] CCOC(=O)C1CCCN(C(=O)CN2C(=O)C(CC)Oc3ccc(C)cc32)C1 (stereo unspecified)
[29] O=C(c1ccc2c(c1)OCCO2)N(c1ccccn1)C1CCCCC1
[30] N/C(=N\OC(=O)N1c2ccccc2Sc2ccccc21)c1ccc(Br)cc1
Assay by compound	25	26	27	28	29	30
Cl transport mod	0.25	0.47	0.043	0.4	-0.92	-1.4
FXIIa inh 1536	8	9	10	-11	2	9
KLK5 inh	-10	-8	-1	15	4	-8
Rad51 HR inh	0	5	4	1	-6	-36
FXIa inh 1536	-3	0	0	-9	-5	7
thrombin 1536	1	0	4	-5	-1	-1
TNF necrop inh	1.4	-1.7	-1.8	-0.2	-4.3	-1.6
L929 necroptosis	1.1	0.2	1.1	-2.4	-0.1	0.9
Hck-Nef inh	0	0	0	-2	2	7

[31] O=C1N(c2ccccc2)C(c2ccccc2)N2CCCN12 (stereo unspecified)
[32] Cc1cccc(N2C(=O)CCC2=O)c1
[33] CCc1cccc(NC(=O)C2CCCN(S(=O)(=O)c3c(C)[nH]c(=O)[nH]c3=O)C2)c1 (stereo unspecified)
[34] CC(C)(C)c1cnnn1-c1ccc([N+](=O)[O-])cc1
[35] CC1(C)CC2CC(C)(CN2C(=O)COC(=O)Cn2[nH]c(=O)c3ccccc3c2=O)C1 (stereo unspecified)
[36] O=C(CCCCCCN1C(=O)c2ccccc2C1=O)N1CCC(c2ccccc2)C1 (stereo unspecified)
Assay by compound	31	32	33	34	35	36
Cl transport mod	-0.24	0.032	nt	0.23	0.0063	-2.9
FXIIa inh 1536	-3	15	4	2	23	9
KLK5 inh	0	4	-10	-4	-27	-13
Rad51 HR inh	17	-7	15	4	-7	3
FXIa inh 1536	4	7	3	-4	21	-1
thrombin 1536	-8	16	1	-5	-6	-6
TNF necrop inh	2.4	-1.2	0.3	0.0	-3.5	-0.2
L929 necroptosis	0.8	-0.4	0.3	2.4	0.5	0.0
Hck-Nef inh	11	2	0	-18	2	-5

[37] CC(=O)Nc1cccc(-c2cnc3ccccc3n2)c1
[38] CCOC(=O)C(CC)n1cnc2sc3c(c2c1=O)CCC3 (stereo unspecified)
[39] O=C(c1ccc2c(c1)OCCCO2)c1cccs1
[40] CC(=O)c1cc2c(cc1NC(=O)Nc1cccc(Cl)c1)OCCO2
[41] O=C(Nc1ccc(Cc2ccncc2)cc1)C1CCC(N2C(=O)C3CCCCC3C2=O)CC1 (stereo unspecified)
[42] Cc1cc(C)c(S(=O)(=O)c2cccc(Cl)c2)c(Cl)n1
[43] CNc1nnc(-c2ccc(N(C)C)cc2)s1
[44] CC(C)C(C)NC(=O)COC(=O)/C=C/c1ccc(S(=O)(=O)N2CCc3ccccc32)cc1 (stereo unspecified)
[45] Cn1c(C(C#N)C(=O)c2sc3ccccc3c2Cl)nc2ccccc21 (stereo unspecified)
Assay by compound	37	38	39	40	41	42	43	44	45
Cl transport mod	nt	nt	nt	nt	-1.6	-0.78	nt	0.99	0.063
FXIIa inh 1536	15	9	16	8	2	-1	0	8	19
KLK5 inh	-1	7	1	1	-5	-7	-29	4	-126
Rad51 HR inh	2	5	4	nt	-14	-6	10	-4	5
FXIa inh 1536	4	-3	-2	-1	-4	-3	3	3	8
thrombin 1536	2	-5	-2	-2	-4	-9	-4	-2	6
TNF necrop inh	-0.5	0.2	-4.3	-4.2	3.5	0.6	-4.7	-0.1	-1.3
L929 necroptosis	83*	-0.5	0.0	-0.6	3.0	-1.2	-0.7	0.9	-0.3
Hck-Nef inh	1	7	2	10	33	21	13	-4	9

Entries of single compounds, looked up by structure.
O=C(c1ccc2c(c1)OCCCO2)c1cccs1 is entered as Cl transport mod = nt; FXIIa inh 1536 = 16; KLK5 inh = 1; Rad51 HR inh = 4; FXIa inh 1536 = -2; thrombin 1536 = -2; TNF necrop inh = -4.3; L929 necroptosis = 0.0; Hck-Nef inh = 2
CC(=O)Nc1cccc(-c2cnc3ccccc3n2)c1 is entered as Cl transport mod = nt; FXIIa inh 1536 = 15; KLK5 inh = -1; Rad51 HR inh = 2; FXIa inh 1536 = 4; thrombin 1536 = 2; TNF necrop inh = -0.5; L929 necroptosis = 83*; Hck-Nef inh = 1

An excerpt; the hit share may differ from the screen's.
